Compound activity (PubChem)
MPTP inh – blocks calcium-induced mitochondrial swelling; isolated mouse mitochondria, Ca2+ swelling absorbance, 30 min; inhibition, % at 10 µM; 360,000 tested, 1.4% active; AID 602449;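 active = inhibition of 50% or more, scaled per plate between neutral and stimulator controls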;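 also: 0% = DMSO wells given calcium and 100% = 1 mM EGTA wells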
MIN6 prolif – MIN6 beta-cell proliferation induction; AID 2380; proliferation, % at 10 µM; MIN6 cells proliferation, ATPlite luminescence, 48 h; cells starved in 0.2% serum; 100% = growth in 10% serum; 330,000 tested, 0.29% active;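 active = compounds whose signal lies at least 3.5 SD above the mean of all wells on their plate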;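 also: 0% = DMSO-treated cells in low-serum medium and 100% = 10% serum control; some compounds called inactive have numbers as strong as hits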
APOBEC3G inh – APOBEC3G (human) deaminase inhibition; Q9HC16; recombinant A3G, ssDNA deamination FAM/TAMRA fluorescence; inhibition, % at 20 µM; 330,000 tested, 0.28% active;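 active = inhibition of at least 40% at 20 µM, with no more than 30% in the related APOBEC3A deaminase screen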;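 also: plate controls were DMSO wells with A3G for no effect and wells lacking A3G enzyme for full effect; some compounds called inactive have numbers as strong as hits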
hIAP activ – human IAP activation. purified human IAP, CDP-Star luminescence, 30 min; hits give high values; 1 = vehicle-only enzyme, 0 = enzyme-free background. activation factor at 10 µM. 330,000 tested, 0.16% active. AID 2524;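 active = activation factor of the enzyme at least 2-fold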; also: the source names both 10 and 20 µM as test concentration; values of inactives mirror those of a sister screen read the other way
Target sequence (P09923 whole entry, looked up): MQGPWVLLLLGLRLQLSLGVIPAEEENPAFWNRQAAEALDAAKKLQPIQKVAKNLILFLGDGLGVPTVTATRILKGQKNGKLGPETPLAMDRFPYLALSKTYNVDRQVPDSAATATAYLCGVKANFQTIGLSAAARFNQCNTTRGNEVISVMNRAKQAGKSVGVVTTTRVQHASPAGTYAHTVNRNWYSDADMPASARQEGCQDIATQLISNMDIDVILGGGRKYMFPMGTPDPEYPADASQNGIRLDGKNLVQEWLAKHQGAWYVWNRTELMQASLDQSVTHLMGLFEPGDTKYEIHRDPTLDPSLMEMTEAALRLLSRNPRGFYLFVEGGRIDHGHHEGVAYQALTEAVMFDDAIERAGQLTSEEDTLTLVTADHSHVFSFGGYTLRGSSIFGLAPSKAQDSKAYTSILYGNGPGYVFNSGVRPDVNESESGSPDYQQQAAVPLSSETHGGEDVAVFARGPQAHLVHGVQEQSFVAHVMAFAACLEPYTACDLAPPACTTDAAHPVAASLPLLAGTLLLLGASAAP
mIAP block – blocks mouse intestinal alkaline phosphatase. purified mouse IAP, CDP-Star luminescence, 30 min. inhibition, % at 10 µM. 330,000 tested, 0.2% active;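 active = inhibition of at least 40% at 10 µM in the primary screen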;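 also: plate controls were DMSO with enzyme for no effect and no enzyme wells for full effect; values of inactives mirror those of a sister screen read the other way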
hIAP inh – human IAP inhibition | purified IAP, CDP-Star luminescence, 30 min | inhibition, % at 10 µM | 330,000 tested, 0.12% active;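 active = inhibition reaching a set limit with compound at 10 µM in the primary screen, cut at about 35% in these data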;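 also: plate controls were DMSO wells with enzyme for no effect and no-enzyme buffer wells for full effect; values of inactives mirror those of a sister screen read the other way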
A3A deaminase – blocks human APOBEC3A ssDNA deamination; recombinant A3A, FAM/TAMRA ssDNA deamination fluorescence; 330,000 tested, 0.41% active; inhibition, % at 20 µM; P31941;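 active = at least 40% inhibition at 20 µM here, with at most 30% in a related deaminase screen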;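 also: plate controls were A3A with DMSO for no effect and wells lacking A3A enzyme for full effect; some results filed as inactive read as strong as hits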
Target sequence (P31941 whole entry, looked up): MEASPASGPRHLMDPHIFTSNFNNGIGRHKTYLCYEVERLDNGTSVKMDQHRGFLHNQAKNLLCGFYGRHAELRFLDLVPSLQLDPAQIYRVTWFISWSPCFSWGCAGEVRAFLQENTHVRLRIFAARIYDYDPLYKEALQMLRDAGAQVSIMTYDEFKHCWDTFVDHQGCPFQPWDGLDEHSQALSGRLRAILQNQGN
mIAP activ – increases mouse intestinal alkaline phosphatase activity | muIAP, CDP-Star luminescence, 30 min; hits give high values; 1 = vehicle-only enzyme signal, 0 = enzyme-free wells | activation factor at 10 µM | 330,000 tested, 0.24% active;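 active = activation factor of at least 2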; also: the source names both 10 and 20 µM as test concentration; values of inactives mirror those of a sister screen read the other way
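Assay system: mouse IAP enzyme; reagent: chemiluminescent substrate CDP-Star; dosing: test compounds delivered from DMSO solution; schedule: 30 min at room temperature; measured by: luminescence from enzymatic CDP-Star hydrolysis; controls: DMSO-only wells and no-enzyme negative control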
ATG4B inh – inhibitors of human ATG4B cysteine protease | ATG4B cleavage of LC3-PLA2, NBD-HPC fluorescence, 1 h | inhibition, % at 8.33 µM | 340,000 tested, 0.51% active; in the data active = inhibition above about 40%
* marks the source's active call; other numbers are inactive results; . = no result given. An unsorted share of the library. About 3.3% of those tested had a hit in this group.

SMILES	MPTP inh	MIN6 prolif	APOBEC3G inh	hIAP activ	mIAP block	hIAP inh	A3A deaminase	mIAP activ	ATG4B inh
O=C(Nc1ccccc1Cl)C1CCN(Cc2cnn(-c3ccccc3)c2-n2cccc2)CC1	3.9	-3	2	1	8	-1	1	0.92	23
CCOC(=O)N1CCC(NC(=O)CC2C(=O)NCCN2Cc2cccc(F)c2F)CC1 (configuration not stated)	-1.2	1	-7	1.1	-3	-13	-4	1	1
COc1ccccc1CN1CC(C(=O)NCc2cc(C)on2)CCC1=O (configuration not stated)	-0.9	7	-4	0.93	1	7	-5	0.99	1
O=C(NCc1ccncc1)C(=O)N/N=C/c1ccccc1OCc1ccccc1	-3.6	2	-7	1.4	20	-38	4	0.8	-8
Cc1ccc(CNC(=O)CCSCc2ccccc2F)cc1	-0.4	-2	2	0.94	-5	6	1	1	2
CC(C)(C)OC(=O)C[C@@H]1C/C=C\C[C@@H](CC(=O)NCCO)C(=O)N[C@H](Cc2c[nH]c3ccccc23)COC1=O	-0.7	0	-5	1.1	-10	-9	2	1.1	2
COc1cc(OC)cc(C(=O)N[C@H](C(=O)Nc2nc3c(s2)CCCC3)C(C)C)c1	0.1	-5	-3	0.86	-3	14	-2	1	2
CCOC(=O)COc1cccc2c(=O)n(CC(=O)N3CCCCC3)ccc12	-0.7	-1	-8	0.99	-4	1	-5	1	-2
CCSc1ccc2nnc(-c3ccc(F)cc3)n2n1	-0.5	-1	-4	0.9	5	10	-1	0.95	4
O=C(COc1ccc(F)cc1)Nc1nnc(C2CCCCC2)s1	1.7	0	-8	1.2	10	-21	-7	0.9	-3
O=C1CCCC/C=C\C[C@H](CC(=O)N(CCO)Cc2ccccc2)C(=O)NC[C@H](c2ccccc2)O1	-0.5	0	-7	0.87	-7	13	-1	1.1	5
Nc1c(NCc2ccccc2)c2ccccc2oc1=O	-0.4	-1	-10	1	5	-4	-4	0.95	-4

Entries listed so far with an aryl methoxy group, in the order listed:
SMILES	MPTP inh	MIN6 prolif	APOBEC3G inh	hIAP activ	mIAP block	hIAP inh	A3A deaminase	mIAP activ	ATG4B inh
COc1ccccc1CN1CC(C(=O)NCc2cc(C)on2)CCC1=O (configuration not stated)	-0.9	7	-4	0.93	1	7	-5	0.99	1
COc1cc(OC)cc(C(=O)N[C@H](C(=O)Nc2nc3c(s2)CCCC3)C(C)C)c1	0.1	-5	-3	0.86	-3	14	-2	1	2

(listing goes on)
SMILES	MPTP inh	MIN6 prolif	APOBEC3G inh	hIAP activ	mIAP block	hIAP inh	A3A deaminase	mIAP activ	ATG4B inh
O=C(Nc1ccc(F)c(Cl)c1)c1nsc(Cl)c1Cl	15	-4	-7	0.94	3	6	-3	0.97	-4
Cc1cccc(NS(=O)(=O)c2ccc(C)c(C(=O)NCc3cccnc3)c2)c1	-0.3	-3	-5	1.1	-6	-6	-1	1.1	-5
Cc1ccc(C2CC(c3cccs3)=NN2C(=O)c2ccco2)o1 (configuration not stated)	2.5	-3	-5	1.2	-1	-22	-4	1	-9
COc1ccc(OCC(=O)OCC(=O)N2C(C)CCCC2C)cc1 (configuration not stated)	-0.3	-2	-8	1	-5	-4	-2	1.1	2
O=C(Nc1ccc(Cl)cc1)C1CCC(=O)N1Cc1ccccc1Cl (configuration not stated)	-1.3	0	-1	1	-12	-3	-3	1.1	5
O=C(Cc1cccs1)NCCn1ccc2ccccc21	-1.1	-1	-4	0.93	-10	7	-3	1.1	-3
Cc1cccc(NC(=O)CSc2nccn2Cc2ccco2)c1C	0.9	5	-7	1	3	-3	-5	0.97	4
CSc1ccccc1OCc1cc(C(=O)NC(C)Cc2cccc(C)n2)no1 (configuration not stated)	0.1	-2	2	1.2	1	-16	-4	0.99	32
N#Cc1c(NC(=O)CSc2nnc(-c3ccccc3)o2)sc2c1CCCC2	2.6	-1	-6	1.2	18	-18	0	0.82	-3
COc1cc(/C=C/C(=O)OCC(=O)N2CCCc3ccccc32)ccc1OCC#N	0.7	6	-1	0.99	-2	1	1	1	-11
COc1ccc(C2(C)NC(=O)N(CC(=O)c3cc(C)n(C4CC4)c3C)C2=O)cc1 (configuration not stated)	-1.0	-3	3	0.99	0	1	1	1	1
O=S(=O)(c1cc(Br)ccc1Br)N1CCCCCC1	-0.3	-5	-6	1.1	0	-12	-2	1	7

An excerpt of these results, field by field.
compound: CSc1ccccc1OCc1cc(C(=O)NC(C)Cc2cccc(C)n2)no1 (configuration not stated)
  MPTP inh: 0.1; MIN6 prolif: -2; APOBEC3G inh: 2; hIAP activ: 1.2; mIAP block: 1; hIAP inh: -16; A3A deaminase: -4; mIAP activ: 0.99; ATG4B inh: 32
compound: N#Cc1c(NC(=O)CSc2nnc(-c3ccccc3)o2)sc2c1CCCC2
  MPTP inh: 2.6; MIN6 prolif: -1; APOBEC3G inh: -6; hIAP activ: 1.2; mIAP block: 18; hIAP inh: -18; A3A deaminase: 0; mIAP activ: 0.82; ATG4B inh: -3
compound: COc1cc(/C=C/C(=O)OCC(=O)N2CCCc3ccccc32)ccc1OCC#N
  MPTP inh: 0.7; MIN6 prolif: 6; APOBEC3G inh: -1; hIAP activ: 0.99; mIAP block: -2; hIAP inh: 1; A3A deaminase: 1; mIAP activ: 1; ATG4B inh: -11
compound: COc1ccc(C2(C)NC(=O)N(CC(=O)c3cc(C)n(C4CC4)c3C)C2=O)cc1 (configuration not stated)
  MPTP inh: -1.0; MIN6 prolif: -3; APOBEC3G inh: 3; hIAP activ: 0.99; mIAP block: 0; hIAP inh: 1; A3A deaminase: 1; mIAP activ: 1; ATG4B inh: 1

The results go on:
SMILES	MPTP inh	MIN6 prolif	APOBEC3G inh	hIAP activ	mIAP block	hIAP inh	A3A deaminase	mIAP activ	ATG4B inh
CC(/C=C/c1ccccc1)=N/NC(=O)c1cccc(Br)c1	2.0	-5	-2	0.87	8	13	-2	0.92	1
COc1ccccc1NS(=O)(=O)c1ccc(C)c(C(=O)NCCCN2CCCC2=O)c1	0.4	-3	-11	1.1	4	-6	-5	0.96	-5
O=C(Nc1ccc(-n2cnnn2)cc1)C1CCCN1C(=O)NC1CCCCC1 (configuration not stated)	0.1	0	-4	1	-10	0	0	1.1	1
CCOC(=O)c1nc(C)[nH]c1C(=O)OCC	0.2	2	-4	0.94	3	6	1	0.97	-2
O=C(NCc1cccs1)C1CCN(S(=O)(=O)c2cccc3nsnc23)CC1	-0.6	2	-2	0.95	11	5	-1	0.89	-2
COCCn1c(SCC(=O)c2ccc3c(c2)OCCO3)nnc1-c1ccoc1C	-3.2	0	-6	1.1	7	-6	-2	0.93	3
CCOc1cc(N2CCOCC2)c(OCC)cc1NC(=O)COC(=O)C1CCCN1S(=O)(=O)c1ccccc1F (configuration not stated)	0.0	-6	-5	0.84	-6	16	-3	1.1	-4
Cn1c(=O)c2c(ncn2CC(=O)Nc2ccc(Cl)cc2Cl)n(C)c1=O	-1.2	-2	0	1.2	9	-16	2	0.91	-4
CC1(C)OC(=O)C(=C2CCCN2)C(=O)O1	8.9	-3	-7	1.1	2	-7	-4	0.98	0
Cc1ccc(-c2cc(C(=O)NCc3cnn(C)c3C)c3cc(Br)ccc3n2)cc1	-1.2	-3	3	0.91	10	9	4	0.9	-2
COCCOC(=O)C1=C(C)NC2=C(C(=O)CC(C)(C)C2)C1c1ccc2c(c1)OCO2 (configuration not stated)	-0.7	3	-8	0.84	0	16	-3	1	-2
CCOC(=O)c1cc2c(=O)[nH]ccc2nc1C	0.0	1	-2	1.1	-8	-5	-2	1.1	-8
Cc1ccc2nc(Nc3ncc4c(n3)CC(C)(C)CC4=O)nc(C)c2c1	-1.9	0	-1	0.92	-10	8	2	1.1	-2
COc1ccc(C(=O)Nc2ccc(S(=O)(=O)NC(C)=O)cc2)cc1	0.5	-3	-8	0.91	5	9	-2	0.95	-4
C/C(=N\Nc1ccccn1)c1ccc(Br)s1	-3.7	-2	-3	1	-1	-3	-3	1	-7
COc1cccc(N2CC(NS(=O)(=O)c3ccc4ccccc4c3)CC2=O)c1 (configuration not stated)	-0.7	1	5	0.97	0	2	-1	1	-10
CCCCC/C=N/NC(=O)c1[nH]c2ccc([N+](=O)[O-])cc2c1C	76*	-1	-7	0.87	16	13	-3	0.84	-7
COC(=O)c1cc(=O)n(Cc2ccccc2)c(=NCc2ccccc2)s1	.	-1	-4	0.98	4	2	-2	0.96	.
CCCCCNC(=O)Cc1ccc(OC)cc1	-2.3	1	-6	1.3	0	-34	-3	0.99	-3
Cc1ccc(S(=O)(=O)N(C)C)cc1NC(=O)COC(=O)CCC(=O)c1ccc(F)cc1	0.2	-1	-5	1	0	-1	-2	1	-8
Cc1cccc(OCC(O)Cn2c(NCCCOC(C)C)nc3c2c(=O)[nH]c(=O)n3C)c1 (configuration not stated)	0.1	2	-4	1.2	1	-19	3	0.99	8
COc1cc(/C=C2\CCOC2=O)cc(OC)c1OC	-0.6	-1	-7	0.99	-7	1	-6	1.1	-1
CCOc1ccccc1NC(=O)C(=O)NCCC1=CCCCC1	-2.9	-1	-4	1.1	-6	-7	-6	1.1	-8
CC(Sc1ncnc2sccc12)C(=O)Nc1ccc(C(N)=O)cc1 (configuration not stated)	0.6	0	-6	0.86	7	14	18	0.93	-8
COc1ccc(-c2nnn(Cc3ccccc3)n2)cc1OC	-0.5	0	-4	0.96	2	4	-3	0.98	5
Cc1ccc(/C=N/NC(=O)c2nnn(-c3nonc3N)c2CN(C)C)s1	-0.2	-3	5	1.2	4	-21	1	0.96	5
COc1ccc(OC2C(=O)N(Cc3ccc4c(c3)OCO4)C2c2sccc2C)cc1 (configuration not stated)	0.5	-3	-3	0.85	-15	15	0	1.2	-4
COc1cc(CN2CCN(c3cccc(Cl)c3)CC2)cc(OC)c1OC	0.0	-3	-4	0.91	-6	9	0	1.1	-1
Nc1c(C(=O)OCC(=O)Nc2cccc([N+](=O)[O-])c2)[nH]c(=O)[nH]c1=O	-1.3	-1	12	1.1	8	-8	1	0.92	-11
Cc1nn2c3ccccc3n(CC(=O)c3cccs3)c2nc1=O	-1.4	1	-9	0.81	11	19	-4	0.89	-4
CC(C)NC(=S)Nc1ccc(S(=O)(=O)Nc2ncccn2)cc1	0.1	1	4	1	-6	0	11	1.1	10
COc1cnn(-c2ccc(C)cc2)c(=O)c1SCc1ccccc1	-0.1	-3	-4	1	7	0	-3	0.93	-1
COc1ccc(-c2ccnc3[nH]n(-c4ccccc4)c(=O)c23)cc1	1.8	-1	-6	0.91	4	9	2	0.96	-4

Entries of single compounds, quoted from the list. Order of values: MPTP inh	MIN6 prolif	APOBEC3G inh	hIAP activ	mIAP block	hIAP inh	A3A deaminase	mIAP activ	ATG4B inh
COc1cc(CN2CCN(c3cccc(Cl)c3)CC2)cc(OC)c1OC is listed as 0.0	-3	-4	0.91	-6	9	0	1.1	-1
CC(C)NC(=S)Nc1ccc(S(=O)(=O)Nc2ncccn2)cc1 is listed as 0.1	1	4	1	-6	0	11	1.1	10
Cc1ccc(/C=N/NC(=O)c2nnn(-c3nonc3N)c2CN(C)C)s1 is listed as -0.2	-3	5	1.2	4	-21	1	0.96	5
COc1ccc(-c2ccnc3[nH]n(-c4ccccc4)c(=O)c23)cc1 is listed as 1.8	-1	-6	0.91	4	9	2	0.96	-4
Cc1nn2c3ccccc3n(CC(=O)c3cccs3)c2nc1=O is listed as -1.4	1	-9	0.81	11	19	-4	0.89	-4
